# ssDAF12 agonist = activators of S. stercoralis DAF-12 nuclear receptor. HEK293 ssDAF-12/GRIP1 lit1-tk-luc reporter, luminescence; % of 3 µM dafachronic acid response. activation, % at 6.8 µM. 370,000 compounds, 1% hits;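 active = activation above the mean over all tested compounds plus 3 SD, cut at about 0.9% in these data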;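 also: 0% = DMSO-only wells and 100% = 3 µM delta7-dafachronic acid wells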
# ADAM17 inh = inhibits human ADAM17. inhibition, % at 6.95 µM. 370,000 compounds, 0.83% hits. recombinant ADAM17, EDANS/DABCYL FRET peptide cleavage;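 active = inhibition above the mean of compounds lying between control limits plus 3 SD, set per campaign, cut at about 8.5% in these data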;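 also: 0% = DMSO-only wells as the low control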
# DAX1 inh-1 = inhibitors of DAX1 repression of SF-1 activated StAR promoter | HEK293T StAR-luciferase reporter, SF-1/DAX-1 repression relief | inhibition, % at 6.8 µM | 370,000 compounds, 1.1% hits | AID 652010;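 active = inhibition above the mean over all tested compounds plus 3 SD, cut at about 3.6% in these data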;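 also: 0% = DAX-1 cells with DMSO and 100% = cells lacking DAX-1 with DMSO; higher inhibition means more luminescence from relief of DAX-1 repression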
# SMARCA2 act = SMARCA2 function activation, primary screen. MG213 cells, MMTV-luciferase reporter, dexamethasone, overnight. AID 652017. activation, % at 9.1 µM. 370,000 compounds, 1% hits; in the data active = activation above about 7.8%;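 also: 0% = vehicle wells and 100% = reference activator wells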
# MBD2 DNA inh = blocks human MBD2 binding to methylated DNA; Q9UBB5; TR-FRET, MBD2 binding to methylated oligonucleotide; inhibition, % at 4.4 µM; 370,000 compounds, 0.31% hits; AID 686964; in the data active = inhibition above about 13%
# hgDAF-12 ag = activates the H. glycines DAF-12 receptor ligand-binding domain. HEK293 GAL4-hgDAF12 UAS-luciferase reporter, agonist luminescence; normalized to butyrate control. activation, % at 6.8 µM. 370,000 compounds, 1.8% hits;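 active = activation above a cutoff set at the mean of all screened compounds plus 3 SD, cut at about 10% in these data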;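 also: 0% = DMSO wells and 100% = sodium butyrate wells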
# PLCg1 inh = PLC-gamma1 (human) inhibition, primary screen. P19174. purified PLC-gamma1, fluorogenic substrate, fluorescence. inhibition, % at 12.2 µM. 370,000 compounds, 0.84% hits; in the data active = inhibition above about 9.5%
# Target sequence (P19174 whole entry, looked up): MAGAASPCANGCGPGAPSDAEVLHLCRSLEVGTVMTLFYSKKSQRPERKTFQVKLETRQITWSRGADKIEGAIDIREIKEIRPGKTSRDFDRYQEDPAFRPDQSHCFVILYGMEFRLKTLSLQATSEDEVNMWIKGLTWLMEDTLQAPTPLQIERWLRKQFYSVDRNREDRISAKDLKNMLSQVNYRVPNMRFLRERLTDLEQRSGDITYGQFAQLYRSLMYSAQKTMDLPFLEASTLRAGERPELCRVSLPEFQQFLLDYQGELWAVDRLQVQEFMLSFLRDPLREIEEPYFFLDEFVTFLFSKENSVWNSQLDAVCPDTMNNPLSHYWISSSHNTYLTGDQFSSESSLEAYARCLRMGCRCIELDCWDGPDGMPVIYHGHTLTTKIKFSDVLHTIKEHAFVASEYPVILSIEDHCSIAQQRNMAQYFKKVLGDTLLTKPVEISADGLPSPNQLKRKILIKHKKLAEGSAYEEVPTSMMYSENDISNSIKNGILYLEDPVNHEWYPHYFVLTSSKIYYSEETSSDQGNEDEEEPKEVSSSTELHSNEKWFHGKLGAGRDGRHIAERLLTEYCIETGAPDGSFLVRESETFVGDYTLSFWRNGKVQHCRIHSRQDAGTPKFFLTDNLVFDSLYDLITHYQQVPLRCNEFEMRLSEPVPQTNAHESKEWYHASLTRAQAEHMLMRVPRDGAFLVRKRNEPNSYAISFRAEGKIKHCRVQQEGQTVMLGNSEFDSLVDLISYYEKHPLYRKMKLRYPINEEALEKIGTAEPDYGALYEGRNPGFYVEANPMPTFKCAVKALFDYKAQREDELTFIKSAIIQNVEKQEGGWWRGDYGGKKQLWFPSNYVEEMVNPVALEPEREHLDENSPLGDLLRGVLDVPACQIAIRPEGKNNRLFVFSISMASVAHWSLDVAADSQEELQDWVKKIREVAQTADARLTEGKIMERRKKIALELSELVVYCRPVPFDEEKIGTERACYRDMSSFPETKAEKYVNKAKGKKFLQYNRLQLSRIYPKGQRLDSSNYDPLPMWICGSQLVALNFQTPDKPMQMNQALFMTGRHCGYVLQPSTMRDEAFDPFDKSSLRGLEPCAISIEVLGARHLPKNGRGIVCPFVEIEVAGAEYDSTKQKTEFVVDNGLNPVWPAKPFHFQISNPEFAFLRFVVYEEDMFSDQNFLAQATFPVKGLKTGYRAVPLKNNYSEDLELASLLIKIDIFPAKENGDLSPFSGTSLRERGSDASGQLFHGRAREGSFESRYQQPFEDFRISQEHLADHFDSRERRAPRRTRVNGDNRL
# DAX1 inh-2 = inhibitors of human orphan nuclear receptor DAX1 (NR0B1) | HEK293 Gal4-DAX1 luciferase reporter, luminescence | AID 504766 | P51843 | inhibition, % at 6.75 µM | 340,000 compounds, 0.99% hits;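 active = inhibition above the mean over all tested compounds plus 3 SD, cut at about 4.2% in these data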;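 also: 0% = DAX1-transfected cells with DMSO and 100% = empty-vector control cells with DMSO; inhibition shows as a rise in luminescence from relieved DAX1 repression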
# hcDAF-12 act = H. contortus DAF-12 activation, primary screen; HEK293 hcDAF-12 lit1-tk-luc reporter, luminescence; 0% DMSO, 100% Δ7-dafachronic acid; activation, % at 6.8 µM; 370,000 compounds, 1.4% hits; AID 652067;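 active = activation above the mean of all tested compounds plus 3 SD, cut at about 5.5% in these data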;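 also: 100% = response to 3 µM Δ7-dafachronic acid high control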
# PLCb3 inh = inhibitors of human phospholipase C beta3. AID 720704. Purified PLC-beta3, fluorogenic substrate, fluorescence. inhibition, % at 12.2 µM. 370,000 compounds, 0.18% hits; in the data active = inhibition above about 11%;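 also: 0% = median of compound wells on plate and 100% = full blocker control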
# NR1D1 modulator = Rev-erb alpha (human) modulation | AID 1259318 | Rev-erbα–FITC-DNA binding, fluorescence polarization, 90 min | 370,000 compounds, 0.79% hits | activity, % at 10 µM;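 active = activity above about 14%, limit read from the data; passing the limit was not always enough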;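 also: 0% = DMSO wells with 35 nM protein and 100% = DMSO wells with 750 nM protein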
# An asterisk follows results filed as active; i = inactive; / = no result given.
# Preview (three entries):
[1] O=C(Nc1c(C(=O)N2CCOCC2)cnn1-c1ccccc1)c1ccc(F)cc1
[2] O=c1ccnc(NCCc2ccccc2)[nH]1
[3] CC(NC(=O)c1cc(Br)ccc1Cl)c1ccccc1 (centres undefined)

assay / compound	1	2	3
ssDAF12 agonist	-0.3	-0.4	-1.7
ADAM17 inh	-10	-4	-4
DAX1 inh-1	0.8	0.3	-0.6
SMARCA2 act	-1	-1	1
MBD2 DNA inh	8	-3	4
hgDAF-12 ag	-1.3	1.7	-0.3
PLCg1 inh	-2	-3	1
DAX1 inh-2	0.8	0.8	0.4
hcDAF-12 act	-0.3	4.2	-1.5
PLCb3 inh	-9	1	-4
NR1D1 modulator	3	-2	0

# All compounds of this part, repeating the preview:
[1] O=C(Nc1c(C(=O)N2CCOCC2)cnn1-c1ccccc1)c1ccc(F)cc1
[2] O=c1ccnc(NCCc2ccccc2)[nH]1
[3] CC(NC(=O)c1cc(Br)ccc1Cl)c1ccccc1 (centres undefined)
[4] CSCCC(/C(O)=C(\C#N)c1nc2ccccc2[nH]1)N1C(=O)c2ccccc2C1=O (centres undefined)
[5] Cc1ccc(OCc2ccc(C(=O)NCc3cccnc3)cc2)cc1C
[6] COc1ccc2nc(SCC(=O)Nc3cc(C)on3)c(C#N)cc2c1
[7] Cn1cc(C(=O)NCc2cccs2)c(=O)c2cc(S(=O)(=O)N3CCCC3)ccc21
[8] CCC(=O)N1CCN(CCN=CC2=C(O)CC(c3ccc(OC)cc3)CC2=O)CC1 (centres undefined)

assay / compound	1	2	3	4	5	6	7	8
ssDAF12 agonist	-0.3	-0.4	-1.7	-1.4	-2.1	-0.8	-1.6	-1.1
ADAM17 inh	-10	-4	-4	2	3	-8	2	-3
DAX1 inh-1	0.8	0.3	-0.6	-0.6	-1.9	0.0	-0.3	-0.2
SMARCA2 act	-1	-1	1	1	-3	2	-3	-1
MBD2 DNA inh	8	-3	4	0	-1	2	-1	-5
hgDAF-12 ag	-1.3	1.7	-0.3	-1.2	-7.6	0.1	1.4	-2.8
PLCg1 inh	-2	-3	1	1	2	-10	1	1
DAX1 inh-2	0.8	0.8	0.4	0.4	-3.9	0.5	-0.8	0.2
hcDAF-12 act	-0.3	4.2	-1.5	-0.6	-4.1	-2.3	0.3	-3.3
PLCb3 inh	-9	1	-4	1	0	-24	1	-2
NR1D1 modulator	3	-2	0	-2	-5	61*	28*	2

[9] CC(C)(C)c1ccc(S(=O)(=O)CCc2ccccn2)cc1
[10] CC(Oc1ccc(C(=O)c2ccc(F)cc2)cc1)C(=O)N1CCOCC1 (centres undefined)
[11] Cc1cc(OC(=O)Cc2cccc3ccccc23)c([N+](=O)[O-])c(=O)[nH]1
[12] CC1CCN(S(=O)(=O)c2ccc3c(ccn3CCC(=O)N3CCCCC3)c2)CC1
[13] O=[N+]([O-])c1cccc(OC[C@@H](O)CN2CCC(C(O)(c3ccccc3)c3ccccc3)CC2)c1
[14] COc1ccccc1/C=C(\NC(=O)c1ccc(OC)c(OC)c1)C(=O)Nc1cc([N+](=O)[O-])ccc1C
[15] CC(C)(C)c1ccc(OCCCC(=O)Nc2nnc(C3CC3)s2)cc1
[16] CCNS(=O)(=O)c1ccc(CCC(=O)NCc2ccc(C)cc2)cc1

assay / compound	9	10	11	12	13	14	15	16
ssDAF12 agonist	-0.8	-1.2	-1.0	-0.9	-1.0	-0.9	-0.7	-1.2
ADAM17 inh	-2	5	0	2	3	-10	3	-1
DAX1 inh-1	1.1	-0.1	0.3	-1.2	0.2	0.1	-0.3	-0.1
SMARCA2 act	6	-3	-3	-3	-3	0	-3	-2
MBD2 DNA inh	4	-6	-1	-3	1	6	-2	-5
hgDAF-12 ag	3.0	-2.7	-0.3	-0.8	-2.1	-1.7	1.5	-2.2
PLCg1 inh	2	4	-4	1	2	2	4	-1
DAX1 inh-2	0.8	1.0	-0.8	-0.6	/	-1.1	-2.1	0.3
hcDAF-12 act	0.5	0.0	2.0	-1.8	-1.9	-1.6	-2.9	-1.0
PLCb3 inh	2	-2	-5	-3	1	1	1	3
NR1D1 modulator	2	2	0	-1	-4	2	-10	3

[17] COc1ccc(-c2nn(CCC#N)cc2/C=N/O)cc1OC
[18] CSCCC(NC(=O)c1ccoc1C)C(=O)O (centres undefined)
[19] O=C(CCN1CCCCCC1)Nc1ccccc1F
[20] COc1ccc(C(=O)Nc2ccccc2N2CCOCC2)cc1[N+](=O)[O-]
[21] Cc1ccc(CNC(=O)CCc2ccc(S(=O)(=O)NC3CCCCC3)cc2)cc1
[22] O=C(Nc1ccccc1)c1ccc(F)c(S(=O)(=O)N2CCOCC2)c1
[23] O=C(CCNC(=O)c1ccc(Cl)cc1)Nc1ncccc1O
[24] CCOC(=O)[C@]12CCCC=C1N(CCC1=CCCCC1)C(=O)[C@H](CC(=O)NCc1cccc3ccccc13)C2

assay / compound	17	18	19	20	21	22	23	24
ssDAF12 agonist	-1.1	-1.6	-0.7	-1.8	-1.5	-0.8	-0.5	-1.4
ADAM17 inh	-1	0	-5	-3	-2	-5	-4	2
DAX1 inh-1	-0.4	0.1	0.5	-0.8	-0.4	-1.0	-0.2	-1.5
SMARCA2 act	5	4	-1	-2	0	-1	-2	-1
MBD2 DNA inh	0	-7	-2	9	1	-4	7	-2
hgDAF-12 ag	-1.8	0.6	-4.0	1.5	-3.1	-2.1	-0.3	-2.7
PLCg1 inh	0	6	-1	4	9	4	-9	5
DAX1 inh-2	0.0	0.0	1.3	-0.2	0.2	-0.1	0.5	/
hcDAF-12 act	-1.6	-0.4	-1.0	-0.7	5.8*	-1.6	0.9	0.3
PLCb3 inh	-4	4	2	1	1	1	-19	4
NR1D1 modulator	-7	4	-4	2	-4	-3	3	-1

[25] COc1ccc(C2CC(c3cccs3)=NN2c2nc(C)c(C(C)=O)s2)cc1OC (centres undefined)
[26] Cc1cc(C)c(S(=O)(=O)/N=C2/C=C(Sc3ncn[nH]3)C(=O)c3ccccc32)cc1C
[27] Cc1ccc(OCc2nnc(SCC(=O)Nc3ncc(C)s3)o2)cc1
[28] COc1cc(-c2nnc(-c3ccco3)o2)ccc1OCc1ccccc1
[29] CC[C@]12c3[nH]c4cc(-c5ccco5)ccc4c3CCN1C(=O)[C@@H](CC(=O)NCCC1=CCCCC1)C[C@@H]2C(=O)N1CCN(C(=O)C2CC2)CC1
[30] C/C(=N\Nc1ccccc1C)c1cccnc1
[31] C=CCN1CN(CCc2ccccc2)CNC1=S
[32] NC(=S)c1ccc[n+]([O-])c1

assay / compound	25	26	27	28	29	30	31	32
ssDAF12 agonist	-0.9	-2.8	0.1	-1.8	-1.1	-0.7	-2.1	0.7
ADAM17 inh	-31	2	1	-37	-150	-4	0	-2
DAX1 inh-1	0.4	-4.5	-0.3	-0.4	-2.3	0.1	-0.1	-0.1
SMARCA2 act	-1	-11	3	1	-1	1	-2	5
MBD2 DNA inh	1	-7	-1	4	1	0	-3	2
hgDAF-12 ag	-2.5	-17	1.4	0.9	0.5	2.1	-2.7	0.5
PLCg1 inh	-205	12*	-1	-49	i	0	1	3
DAX1 inh-2	0.7	-5.2	-0.5	0.3	0.5	0.0	/	0.4
hcDAF-12 act	0.2	-6.9	1.4	-0.9	-1.2	2.1	-1.3	1.5
PLCb3 inh	-258	-4	-13	-66	i	2	-4	1
NR1D1 modulator	3	10	-2	1	-8	4	-8	3

[33] CC(NC(=O)c1ccco1)c1nc(-c2ccc(C(C)(C)C)cc2)no1 (centres undefined)
[34] COCCCNC(=O)CC(NS(=O)(=O)c1ccc(F)cc1)c1ccc(OC)cc1 (centres undefined)
[35] C[C@@H](C(=O)OCC(=O)Nc1cc(S(=O)(=O)N2CCOCC2)ccc1Cl)N1C(=O)C2CCCCC2C1=O (some centres undefined)
[36] CC(CCN1CCC(C(O)(c2ccccc2)c2ccccc2)CC1)Oc1cccc(Br)c1 (centres undefined)
[37] COc1ccccc1C(=O)NCCC(=O)NNC(=O)C1COc2ccccc2O1 (centres undefined)
[38] OCc1ccc(O)c2ncccc12
[39] CCN(CC)CCNC(=O)c1ccc(Sc2ccc(C)cc2)c(NC(C)=O)c1
[40] COC(=O)C1CN(CCO)CCS(=O)(=O)N1Cc1cn(Cc2ccccc2Br)nn1 (centres undefined)

assay / compound	33	34	35	36	37	38	39	40
ssDAF12 agonist	-1.3	-1.5	-1.5	-0.4	-0.8	-1.5	-1.9	-1.1
ADAM17 inh	-4	-1	1	7	-7	0	-3	-3
DAX1 inh-1	0.1	-0.1	-0.6	-1.2	-0.7	-0.2	-0.2	0.0
SMARCA2 act	-2	-1	-3	-4	0	-2	2	-2
MBD2 DNA inh	2	2	-2	-9	2	-3	-3	1
hgDAF-12 ag	-1.6	2.1	3.1	1.9	1.2	-1.5	-5.6	5.2
PLCg1 inh	-4	2	-2	7	0	-1	0	-2
DAX1 inh-2	-1.8	0.1	-0.7	/	3.1	0.3	0.8	/
hcDAF-12 act	-1.7	-1.0	-0.8	2.7	0.3	0.1	0.9	0.4
PLCb3 inh	-11	1	5	-2	-6	-1	-10	3
NR1D1 modulator	-6	1	3	8	2	-1	2	2

[41] O=C(NNC(=S)NC(=O)c1sc2ccccc2c1Cl)c1ccc(Cl)cc1
[42] Cc1ccc(Cn2c(=N)c(C(=O)NCc3ccco3)cc3c(=O)n4ccccc4nc32)cc1
[43] Cc1ccc(S(=O)(=O)Nc2ccccc2/C=N/c2nc3ccccc3n2C(C)C)cc1
[44] COC(C/C=C/[C@@H](O)COCc1ccccc1)OC
[45] O=C(NCCc1ccccc1)c1cc([N+](=O)[O-])ccc1N1CCOCC1
[46] S=C1NC[C@H](Cc2ccccc2)N1CC1CCN(CCCCc2ccccc2)CC1
[47] Cc1ccc(NC(=O)/C=C/c2ccc(S(=O)(=O)N3CCOCC3)cc2)cc1S(=O)(=O)N(C)C
[48] COc1ccc(S(=O)(=O)NC(C)C(=O)NCc2cccnc2)cc1OC (centres undefined)
[49] Cc1csc(SC(C)c2nc3scc(-c4ccccc4)c3c(=O)[nH]2)n1 (centres undefined)
[50] COc1cccc(CC(=O)Nc2nc(-c3ccc(OC)c(OC)c3)cs2)c1
[51] Cc1csc(SCC(=O)NC(C)C2CC3CCC2C3)n1 (centres undefined)

assay / compound	41	42	43	44	45	46	47	48	49	50	51
ssDAF12 agonist	1.2*	-0.9	-0.5	-1.1	-0.8	-0.7	-2.6	-1.4	-1.8	-1.8	-1.6
ADAM17 inh	2	-222	-5	-1	2	-4	2	2	1	8	-4
DAX1 inh-1	1.3	-1.9	-0.2	-0.2	2.2	1.8	-6.6	-0.4	0.0	-0.5	0.2
SMARCA2 act	1	1	-1	1	-5	-5	-3	-3	-3	-4	-2
MBD2 DNA inh	4	0	0	0	-1	-1	-6	-1	4	-3	5
hgDAF-12 ag	2.6	0.8	-4.8	-0.1	-2.9	0.9	-9.3	-3.0	-0.5	-2.0	-0.9
PLCg1 inh	-17	-211	-133	0	4	1	-6	1	-3	1	0
DAX1 inh-2	1.0	1.3	-1.2	0.8	2.1	0.3	-1.9	4.5*	2.4	-1.1	-0.6
hcDAF-12 act	5.3	-1.4	-3.1	0.6	0.5	0.8	-4.1	-3.2	-2.2	-3.4	-0.7
PLCb3 inh	-17	-274	-137	-2	0	2	-15	-8	-11	-14	-9
NR1D1 modulator	0	-26	-3	3	-1	-2	-6	1	2	-6	7

# Source: PubChem BioAssay (several laboratories)
